DAT uptake mod: changed human dopamine transporter uptake under cocaine IC80; LLC-PK1 hDAT cells, [14C]-dopamine uptake with cocaine IC80; actives deviate in either direction; B-score at 10 µM; 110,000 tested, 1.3% active; AID 449768;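 active = Z score or B-score, a plate-position-corrected score, falls beyond the plate's 99.7% confidence bounds, in either direction; inactive = both scores lie inside the 99.7% bounds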;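 also: scored against the spread of the other compound wells on the same plate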
Target sequence (Q01959 whole entry, looked up): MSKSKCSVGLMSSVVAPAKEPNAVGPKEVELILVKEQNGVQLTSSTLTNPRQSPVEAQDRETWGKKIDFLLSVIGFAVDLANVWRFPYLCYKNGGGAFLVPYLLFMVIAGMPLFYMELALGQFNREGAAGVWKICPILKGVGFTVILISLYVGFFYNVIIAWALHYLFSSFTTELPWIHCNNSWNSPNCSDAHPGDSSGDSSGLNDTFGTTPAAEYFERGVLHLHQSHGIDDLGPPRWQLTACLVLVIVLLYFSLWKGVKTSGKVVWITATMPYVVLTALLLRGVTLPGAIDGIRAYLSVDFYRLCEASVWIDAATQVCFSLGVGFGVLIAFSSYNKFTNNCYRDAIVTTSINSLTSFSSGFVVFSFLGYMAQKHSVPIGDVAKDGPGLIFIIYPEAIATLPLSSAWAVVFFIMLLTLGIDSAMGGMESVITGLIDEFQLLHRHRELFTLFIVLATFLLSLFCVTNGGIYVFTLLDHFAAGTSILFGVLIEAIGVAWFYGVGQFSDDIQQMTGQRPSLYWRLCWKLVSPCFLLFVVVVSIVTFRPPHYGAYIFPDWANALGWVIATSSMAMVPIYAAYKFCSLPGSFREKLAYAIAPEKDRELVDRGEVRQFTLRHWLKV
VCAM1 TNFa inh: reduces TNF alpha induced VCAM1 expression in HUVEC; 95,000 tested, 0.48% active; inhibition, % at 2 µM; HUVEC TNFa-induced VCAM-1 immunofluorescence, high-content imaging;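 active = inhibition above the batch mean plus 3 SD, with images confirmed as a hit by eye, cut at about 37% in these data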;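 also: 0% = TNF-stimulated DMSO wells and 100% = unstimulated control wells; not every result past the cut was called active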
LYP inh 2: inhibitors of human LYP (PTPN22) phosphatase; Q9Y2R2; recombinant LYP catalytic domain, DiFMUP fluorescence; inhibition, % at 2 µM; 96,000 tested, 0.21% active; AID 640;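 active = inhibition at 2 µM at or above a set limit, the screen mean plus 3 SD, cut at about 24% in these data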;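 also: 0% = DMSO with enzyme and 100% = enzyme fully blocked by orthovanadate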
cytoskel mod: alters cytoskeleton assembly in HUVEC cells | HUVEC TNFa F-actin phalloidin imaging, high content | inhibition, % at 2 µM | 91,000 tested, 0.18% active | AID 836;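 active = inhibition above the batch mean plus 3 SD and confirmed as a hit by visual image inspection, cut at about 30% in these data, passing the limit was not always enough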; also: strong numbers were not always called active
TNFa cytotox: toxic to HUVEC cells under TNF alpha stimulation; HUVEC TNFalpha-stimulated, Hoechst cell count, imaging; 93,000 tested, 0.17% active; AID 848; cell count reduction, % at 2 µM;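 active = cell count reduction exceeding the screen mean by over 5 SD, scaled to untreated wells per plate, cut at about 78% in these data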;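 also: cells counted after 24 h of TNF alpha exposure following the 1 h pretreatment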
Smad3 inh: Smad3 (human) transcription factor binding inhibition. P84022. TR-FRET Smad3/Dy647-FoxH1 peptide binding, europium anti-His. inhibition, % at 25 µM. 88,000 tested, 0.29% active. AID 630;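 active = compounds that reduce the energy-transfer binding signal between the protein and its labelled peptide by more than half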;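 also: 0% = Smad3 plus labelled peptide maximal FRET and 100% = peptide-only background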
Target sequence (P84022 whole entry, looked up): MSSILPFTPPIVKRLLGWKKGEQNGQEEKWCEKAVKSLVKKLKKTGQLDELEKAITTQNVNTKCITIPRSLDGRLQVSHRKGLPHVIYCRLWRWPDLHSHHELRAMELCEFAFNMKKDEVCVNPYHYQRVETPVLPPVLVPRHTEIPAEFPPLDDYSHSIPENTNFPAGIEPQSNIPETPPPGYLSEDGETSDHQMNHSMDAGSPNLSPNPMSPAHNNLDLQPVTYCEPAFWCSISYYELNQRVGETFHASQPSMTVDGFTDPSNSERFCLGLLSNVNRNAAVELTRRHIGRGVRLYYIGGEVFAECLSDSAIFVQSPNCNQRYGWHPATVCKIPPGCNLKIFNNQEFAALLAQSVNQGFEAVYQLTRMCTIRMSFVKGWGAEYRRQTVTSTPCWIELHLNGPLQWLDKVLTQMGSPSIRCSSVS
MT1-MMP txn act: MT1-MMP promoter transcription activation; HT1080 MT1-MMP promoter luciferase reporter, luminescence, overnight; hits give high values; activation factor at 10 µM; 86,000 tested, 0.16% active; AID 750;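 active = activation factor of at least 2 for MT1-MMP transcription at 10 µM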
IL1B cytotox: toxic to HUVEC cells under IL-1B stimulation. cell count reduction, % at 2 µM. HUVEC cell count loss, Hoechst imaging, IL-1B stimulated. 94,000 tested, 0.41% active;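 active = cell count reduction more than 3 SD above the screen-wide mean, cut at about 70% in these data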;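 also: normalized per plate to untreated control cells as the no-loss baseline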
Calb biofilm kill: kills Candida albicans biofilms; AID 834; inhibition, % at 6 µM; C. albicans biofilm + clotrimazole, Alamar Blue; 85,000 tested, 0.14% active;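 active = inhibition above 20%; inactive = inhibition below 20%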;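 also: preformed 24 hr biofilms exposed to compound for 48 hr; 0% = biofilm without compound and 100% = blank killed by clotrimazole plus chlorhexidine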
The depositor's hits bear a star; . = no result given; [ ] = another dose, or the depositor's remark.

SMILES	DAT uptake mod	VCAM1 TNFa inh	LYP inh 2	cytoskel mod	TNFa cytotox	Smad3 inh	MT1-MMP txn act	IL1B cytotox	Calb biofilm kill
Cc1ccc(/C=C/C(=O)c2cc(Br)ccc2OC(=O)c2ccco2)cc1	0.81	-3	0	-13	10	.	.	34	.
Cc1ccc(NC(=O)N2CCCC2C(=O)Nc2ccc(-n3cnnn3)c(C)c2)cc1 (stereo unspecified)	-0.076	4	2	-6	-5	-2	1.1	11	6
COc1ccc(NC(=O)CCNC(C)=O)cc1NS(=O)(=O)c1ccc(F)cc1	-0.19	10	6	.	-28	6	1.1	-97	6
CCCc1cc(=O)[nH]c(SCc2ccccc2Cl)n1	-1.7	-20	-9	-24	10	14	1.2	8	6
CN(C)c1ccc(C(=O)n2nnc3ccccc32)cc1	-0.32	2	9	-8	-17	-10	1.2	-82	6
O=C(NNC(=O)C1CCN(Cc2ccccc2)CC1)c1cccc(Cl)c1	0.38	2	7	0	-4	.	.	-25	.
COc1ccc(C2CC(=O)c3cnc(NC(=O)c4cc(OC)cc(OC)c4)nc3C2)cc1 (stereo unspecified)	1.8	-9	-2	-11	-9	5	1.1	-7	4
CCOC(=O)N1CCN(Cc2nc3c(c(=O)[nH]c(=O)n3C)n2CCCc2ccccc2)CC1	-1.1	-7	7	8	-30	-5	1.1	1	-5
CCOc1ccc(OCC)c(N=c2oc3c(C)ncc(CO)c3cc2C(N)=O)c1	.	1	-6	3	-17	16	1	-2	6
COc1cccc(/C=N/n2c(N)c(S(=O)(=O)c3cccs3)c3nc4ccccc4nc32)c1OC	0.44	0	9	-13	1	.	.	3	.
CCC(c1nnnn1CCOC)N1CCN(Cc2ccccc2)CC1 (stereo unspecified)	0.036	21	3	-14	-4	-1	1	35	8
CCn1c(C)nc2cc(-c3nnc(-c4c(-c5ccccc5)noc4C)o3)ccc21	6.6e-05	-23	-7	-3	-16	15	1.1	-20	2
CCOc1ccc(-n2c(SCC(N)=O)nc3c([nH]c4ccccc43)c2=O)cc1	-0.099	29	12	-24	4	7	1.1	0	9
CC(C)c1nc(SCC(=O)Nc2cccc(C(F)(F)F)c2)c2c(=O)n(C)c(=O)n(C)c2n1	-0.14	10	12	-7	-22	6	0.9	-51	-3
C=CCNc1nc(Cl)nc(Nc2ccc(OC)cc2)n1	-0.91	5	-5	-13	-10	.	.	-40	.
Cc1noc(C)c1S(=O)(=O)Nc1ccc(C(=O)N2CCc3ccccc3C2)cc1	0.49	-3	-9	17	2	.	1.1	4	.
COc1ccc(N2CCN(C(CNS(=O)(=O)c3cccs3)c3cccnc3)CC2)cc1 (stereo unspecified)	1	20	-4	-4	-10	8	.	11	8
C=CCOc1ccc(C2C(C(=O)c3ccco3)=C(O)C(=O)N2Cc2cccnc2)cc1 (stereo unspecified)	-0.22	28	2	-10	0	4[fluorescence artefact?]	1.1	-180	0
COc1ccc(OC)c(C2CC(=O)N3CN(c4cccc(Cl)c4C)CSC3=C2C#N)c1 (stereo unspecified)	0.22	3	-4	13	-52	6	1.2	10	3
CCn1c(CCNC(=O)c2ccc(Cl)cc2)n[nH]c1=S	0.91	16	14	-10	-8	.	.	-2	.
Cc1nnc(SCC(=O)OC2CC(C)CCC2C(C)C)[nH]c1=O (stereo unspecified)	1	-10	1	.	-58	-1	1.1	-10	1
COc1ccc2c(c1)sc1nc(-c3ccccc3)cn12	0.021	.	.	.	.	-10[fluorescence artefact?]	0	.	1
COc1cccc(OC)c1OCCN1CCN(C(=O)c2ccco2)CC1	-0.025	-18	4	2	.	-5	1.2	19	4
Cn1c(Cc2ccccc2)nnc1SCC(=O)N1CCCCC1	-0.052	2	-9	-8	16	-13	1.3	-20	-3
COc1ccc(CCN2C(=NC(=O)CCC(=O)O)SC3CS(=O)(=O)CC32)cc1OC (stereo unspecified)	-0.45	-6	-10	-37	10	-1	1.2	6	4

Exported with values under each structure: entries from further up
Sequence of screens: DAT uptake mod, VCAM1 TNFa inh, LYP inh 2, cytoskel mod, TNFa cytotox, Smad3 inh, MT1-MMP txn act, IL1B cytotox, Calb biofilm kill
Cn1c(Cc2ccccc2)nnc1SCC(=O)N1CCCCC1
→ -0.052, 2, -9, -8, 16, -13, 1.3, -20, -3
COc1ccc(CCN2C(=NC(=O)CCC(=O)O)SC3CS(=O)(=O)CC32)cc1OC (stereo unspecified)
→ -0.45, -6, -10, -37, 10, -1, 1.2, 6, 4

Additional results:
SMILES	DAT uptake mod	VCAM1 TNFa inh	LYP inh 2	cytoskel mod	TNFa cytotox	Smad3 inh	MT1-MMP txn act	IL1B cytotox	Calb biofilm kill
O=C(CSc1nnc(Cc2cccs2)n1Cc1ccco1)Nc1ccc(Cl)cc1Cl	0.65	3	-5	-14	-26	-17	0.9	-24	-3
C=CCn1c(SCC(=O)NC2CCCC2)nc2scc(-c3ccco3)c2c1=O	0.54	10	9	16	-13	7	1.2	6	7
Cc1csc(NC(=O)C2CCCC2)n1	-0.13	-16	7	-4	-16	1	1.4	4	4
CC1(C)CC(=O)C(C=NCCN2CCN(C(=O)c3ccccc3)CC2)=C(O)C1	-0.6	-4	0	-4	-25	9	1.2	-152	8
O=C(O/N=C1\CCCc2ccccc21)c1ccc(F)cc1	-1.1	2	-2	31	-23	.	.	7	.
Cc1ccc2nc(NC(=O)CSCc3ccccc3)sc2c1	0.017	9	1	4	5	1	.	-3	5
CCN(Cc1ccccc1)C(c1ccncc1)c1nnnn1C(C)(C)C (stereo unspecified)	0.056	.	.	.	.	2	1	.	2
O=C(CSc1nc(NS(=O)(=O)c2ccccc2)cc(=O)[nH]1)Nc1ccc(F)cc1	-0.29	-6	4	21	-9	2	1.1	-24	4
CNC(=O)CSc1nnnn1-c1ccc(C)cc1C	0.11	-15	0	-2	-5	5	1.2	16	10
Cc1ccc(CNC2=NCCCCC2)n1C	-0.083	11	-8	12	-31	9	1.1	-29	6
COC(=O)c1ccc(Sc2ccccc2NS(=O)(=O)c2ccc(C)cc2)nc1	-0.12	9	-3	-18	-9	.	.	-16	.
Cc1nn2c(c1-c1ccccc1)NC1=C(C(=O)CCC1)C2c1ccccc1 (stereo unspecified)	-0.28	13	7	30	-15	3	1.3	-7	4
CCC(=O)N1CCN(c2ccc(NC(=O)COc3ccccc3Cl)cc2)CC1	-0.032	-2	-2	.	-61	-5	0.9	-11	8
CN(C1CCCCC1)S(=O)(=O)c1ccc(C(=O)O)cc1	0.82	-12	11	24	-33	-10	1.1	-14	25*
CCC(O)CNc1nc(-n2nc(C)cc2C)nc2sc3c(c12)CC(C)(C)OC3 (stereo unspecified)	.	-3	8	-19	-1	6	1.2	5	-1
CCn1c(CNC(C)=O)nnc1SCC(=O)c1ccc(Br)cc1	-0.051	-2	5	14	-14	9	1.1	-46	.
O=S(=O)(NCCc1ccccn1)c1cccs1	-0.099	5	-24	-8	1	8	1.1	17	0
COc1ccc(-c2ccnc3nc(N4CCN(c5ccccc5)CC4)nn23)cc1	0.14	-4	14	13	-36	.	.	-7	.
Cc1cc(NC2CCCCC2)nc(N2CCOCC2)n1	0.26	5	-3	-2	2	8[fluorescence artefact?]	1.1	-2	10
O=C(CN1CCC(n2nnc3ccccc32)CC1)NCc1cccs1	0.54	11	-12	2	13	4	1.1	11	8
CCOC(=O)c1cc(-c2ccccc2)sc1NC(=O)CSc1nnnn1C	-0.64	-16	7	10	-18	2	1.1	1	5
COc1ccccc1CN1C(=O)CCC1(C)C(=O)NCc1cccnc1 (stereo unspecified)	0.14	-7	0	-10	10	-6	0.9	10	8
CCOC(=O)N1CCC(NC(=O)C2CCCN(C(=O)c3cc4sccc4n3C)C2)CC1 (stereo unspecified)	-0.7	11	-2	12	-21	-4	1.1	4	5
CCC(=O)Nc1cc(C(=O)OCC(=O)c2ccccc2Cl)ccc1C	-1.3	6	-2	-2	-6	.	.	.	.
COCCCNC(=O)CCc1nc(-c2ccccc2)no1	-0.4	9	-7	-22	-10	13	1	4	8

Arranged by heavy-atom count (smallest number first): some entries from above
SMILES	DAT uptake mod	VCAM1 TNFa inh	LYP inh 2	cytoskel mod	TNFa cytotox	Smad3 inh	MT1-MMP txn act	IL1B cytotox	Calb biofilm kill
Cc1csc(NC(=O)C2CCCC2)n1	-0.13	-16	7	-4	-16	1	1.4	4	4
CNC(=O)CSc1nnnn1-c1ccc(C)cc1C	0.11	-15	0	-2	-5	5	1.2	16	10
Cc1ccc2nc(NC(=O)CSCc3ccccc3)sc2c1	0.017	9	1	4	5	1	.	-3	5
CCn1c(CNC(C)=O)nnc1SCC(=O)c1ccc(Br)cc1	-0.051	-2	5	14	-14	9	1.1	-46	.
Cc1nn2c(c1-c1ccccc1)NC1=C(C(=O)CCC1)C2c1ccccc1 (stereo unspecified)	-0.28	13	7	30	-15	3	1.3	-7	4
COC(=O)c1ccc(Sc2ccccc2NS(=O)(=O)c2ccc(C)cc2)nc1	-0.12	9	-3	-18	-9	.	.	-16	.
O=C(CSc1nnc(Cc2cccs2)n1Cc1ccco1)Nc1ccc(Cl)cc1Cl	0.65	3	-5	-14	-26	-17	0.9	-24	-3

Remaining list, next part:
SMILES	DAT uptake mod	VCAM1 TNFa inh	LYP inh 2	cytoskel mod	TNFa cytotox	Smad3 inh	MT1-MMP txn act	IL1B cytotox	Calb biofilm kill
O=C(CSc1nccn1-c1ccccc1)NCc1ccc2c(c1)OCO2	-0.13	11	6	4	6	-11	.	11	-3
OC1CCN(Cc2cccc(Oc3ccccc3)c2)CC1	-0.68	.	.	.	.	0	1.2	.	8
c1ccc(CCn2nnnc2CN2CCN(C3CCCC3)CC2)cc1	-0.92	-11	4	-10	-5	-4	1.1	0	4
COc1ccccc1OCCCCNC(C)(C)C	-0.81	2	-10	-18	-35	7	1	12	3
CSc1ncc(Cl)c(C(=O)C(C#N)c2nc3c(C)cc(C)cc3c(=O)[nH]2)n1 (stereo unspecified)	-1	.	.	.	.	6[fluorescence artefact?]	1.1	.	2
COC(=O)c1oc2ccc(Br)cc2c1NC(=O)CCN1CCOCC1	0.016	12	0	.	17	-2	1.4	-18	2
Cc1cc(OC(=O)N2CCCCC2)cc(C)c1Cl	-0.0045	.	-6	.	.	4	1.5	-34	6
Clc1cccc(CON/C=N/c2ncnc3sccc23)c1	0.23	4	3	2	-15	.	.	14	.
CCOc1ccccc1Nc1nc(-c2sc(NC(=O)c3ccccc3)nc2C)cs1	0.69	8	2	4	-4	.	.	26	.
CCCc1ccc(Oc2cn[nH]c2-c2ccc(O)c(C)c2O)cc1	0.78	.	.	.	.	6	1.3	.	-5
CCC(C)C(NC(=O)c1ccccc1NC(=O)c1ccco1)C(=O)O (stereo unspecified)	-0.025	15	5	-9	-5	-6	1.1	19	-8
CC1(C)CC(=O)C(C=NCc2ccccn2)=C(O)C1	0.71	19	2	4	-24	6	1.1	-87	5
COc1ccc(C(=O)N(Cc2ccco2)C(C(=O)NC2CCCC2)c2ccc(O)cc2)cc1OC (stereo unspecified)	-0.69	5	-2	-4	.	5	1	4	4
C/C=C/CSc1nc2c(c(=O)[nH]c(=O)n2C)n1Cc1ccc(C)cc1	1	0	-6	-1	-3	0	1	-80	0
CC(C(=O)Nc1cccc([N+](=O)[O-])c1)n1nnc2ccccc21 (stereo unspecified)	-0.91	0	5	7	-10	.	.	-4	.

Source: PubChem BioAssay

The list is partial. The share of hits here may be higher or lower than overall.
